mut p53 react = mutant p53 pathway reactivation; SW480 PUMA-promoter luciferase; activation, % at 9.98 µM; 28,000 compounds, 1.5% hits; AID 624151; in the data active means activation above about 52%; inconclusive means no clear call, values can overlap the other calls
STK33 kin inh = blocks human STK33 kinase activity. Q9BYT3. ADP-Glo luminescence, MBP substrate. inhibition, % at 12.5 µM. 27,000 compounds, 0.44% hits. AID 2322; in the data active means inhibition above about 20%; inconclusive means no clear call, values can overlap the other calls
Target sequence (Q9BYT3 whole entry, looked up): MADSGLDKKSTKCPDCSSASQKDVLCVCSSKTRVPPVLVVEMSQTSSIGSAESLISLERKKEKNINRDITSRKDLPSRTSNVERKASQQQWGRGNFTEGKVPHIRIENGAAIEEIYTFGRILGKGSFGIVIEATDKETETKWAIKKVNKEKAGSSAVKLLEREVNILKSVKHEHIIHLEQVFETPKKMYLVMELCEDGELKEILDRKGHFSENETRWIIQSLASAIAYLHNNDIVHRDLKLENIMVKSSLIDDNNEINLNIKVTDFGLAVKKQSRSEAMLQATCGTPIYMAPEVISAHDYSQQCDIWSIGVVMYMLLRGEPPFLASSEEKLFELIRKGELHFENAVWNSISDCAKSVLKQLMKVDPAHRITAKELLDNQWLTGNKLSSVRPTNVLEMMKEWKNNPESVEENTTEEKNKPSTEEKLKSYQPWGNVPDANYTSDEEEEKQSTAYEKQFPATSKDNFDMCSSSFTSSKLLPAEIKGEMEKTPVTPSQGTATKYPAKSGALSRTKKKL
Active calls of the source: *; ? = inconclusive; / = no result given. Some of the compounds tested; rates above refer to the full screens.

molecule	mut p53 react	STK33 kin inh
Cc1cc(C(=O)Nc2cccc3c2O[C@@H](CN(C)CC2CC2)[C@@H](C)CN([C@H](C)CO)C3=O)n(C)n1	8	/
C[C@H](CO)N1C[C@H](C)[C@H](CN(C)Cc2ccc(C(F)(F)F)cc2)Oc2ccc(NC(=O)C3CC3)cc2C1=O	-11	0
C[C@H]1CN([C@@H](C)CO)C(=O)Cc2cc(NC(=O)CCN3CCOCC3)ccc2O[C@H]1CN(C)S(=O)(=O)c1cn(C)cn1	-4	1
Cc1noc(C)c1NC(=O)Nc1cccc2c1O[C@@H](CN(C)Cc1ccncc1)[C@H](C)CN([C@H](C)CO)C2=O	-2	/
COC(=O)c1cccc(NC(=O)COc2cc(C)cc(C)c2)c1	42	-1
CCC1=NN(C(=O)C(C)C)C(O)(c2ccc(Br)cc2)C1 (configuration not stated)	13	/
C[C@H]1CN([C@@H](C)CO)C(=O)Cc2cc(NS(=O)(=O)c3cn(C)cn3)ccc2O[C@H]1CN(C)Cc1ccc(C(=O)O)cc1	/	-1
C[C@H]1CN([C@@H](C)CO)C(=O)c2cccc(NC(=O)Nc3ccc(C(F)(F)F)cc3)c2O[C@H]1CN(C)S(=O)(=O)c1ccc(Cl)cc1	5	/
C[C@@H]1CN([C@@H](C)CO)C(=O)c2cc(NC(=O)Cc3cn(C)c4ccccc34)ccc2O[C@H]1CN(C)Cc1ccc2c(c1)OCO2	/	0
CCOC(=O)c1sc(NC(=O)c2cc3ncc(Br)cn3n2)c(C(=O)OCC)c1C	13	0
CC(C)NC(=O)N(C)C[C@H]1Oc2cc(-c3ccccc3F)ccc2S(=O)(=O)N([C@@H](C)CO)C[C@H]1C	-6	/
COC(=O)c1ccccc1NC(=O)COc1ccc(C)cc1C	4	2
C[C@H](CO)N1C[C@H](C)[C@H](CN(C)S(=O)(=O)c2cccs2)Oc2ccc(NC(=O)Nc3ccc(C(F)(F)F)cc3)cc2C1=O	/	2
Cc1cc(C)c(OCC(=O)Nc2ccccc2-c2nc3ccccc3s2)c(Br)c1	-15	-1
CN(C)C(=O)[C@@]1(Cc2ccccc2CN=[N+]=[N-])N=C(c2ccc(OCCCO)cc2)O[C@H]1c1ccccc1	/	-1
C[C@@H]1CN([C@@H](C)CO)C(=O)c2cc(NC(=O)c3ccncc3)ccc2O[C@@H](C)CCCCO[C@@H]1CN(C)C(=O)Nc1ccccc1	4	/
Cc1ccc(S(=O)(=O)N(C)C[C@@H]2Oc3ccc(NC(=O)NC(C)C)cc3C(=O)N([C@H](C)CO)C[C@@H]2C)cc1	/	0
C[C@H]1CCCCO[C@H](CN(C)C(=O)c2ccncc2)[C@@H](C)CN([C@@H](C)CO)C(=O)c2cc(NS(=O)(=O)c3ccccc3)ccc2O1	7	/
C[C@]1(CO)CCC[C@]2(C)C3=C(C[C@@H](O)C12)C(=O)OC3 (some centres not stated)	-2	-5
CCCN(C)C[C@H]1Oc2cc(C#Cc3cccc(OC)c3)ccc2S(=O)(=O)N([C@H](C)CO)C[C@H]1C	-22	/
Cn1c(NCc2cc(Br)ccc2O)nc2ccccc21	?	5
COc1ccc(S(=O)(=O)N(C)C[C@H]2Oc3c(NC(=O)C4CCOCC4)cccc3C(=O)N([C@H](C)CO)C[C@H]2C)cc1	6	/
Cc1cc(Oc2ccccc2)nc(SCCOc2ccccc2)n1	20	-2
C[C@@H]1CN([C@H](C)CO)C(=O)Cc2cc(NC(=O)Cc3cn(C)c4ccccc34)ccc2O[C@H]1CN(C)C(=O)NC1CCCCC1	-4	-1
C[C@H](CO)N1C[C@H](C)[C@H](CN(C)Cc2ccc(Oc3ccccc3)cc2)Oc2ccc(NC(=O)Nc3cccc4ccccc34)cc2C1=O	/	4
C[C@H](CO)N1C[C@H](C)[C@H](CN(C)C(=O)Nc2cccc3ccccc23)OCCCC[C@H](C)Oc2ccc(N(C)C)cc2C1=O	-7	/
COc1ccc(NC(=O)N(C)C[C@H]2Oc3ccc(NC(=O)NC(C)C)cc3C(=O)N([C@H](C)CO)C[C@H]2C)cc1	/	-1
CCOc1ccc2nc(SCC(=O)O)nc(C)c2c1	14	4
Nc1c(C(=O)NCc2ccccc2)c2nc3ccccc3nc2n1CCO	-8	9
O=C(CCSc1nc(-c2ccccc2)cs1)Nc1ccccc1	2	0
C[C@@H]1CN([C@H](C)CO)C(=O)Cc2cc(NC(=O)c3ccncc3)ccc2O[C@H]1CN(C)Cc1ccc(-c2ccccc2)cc1	/	4
Cc1nc2nc[nH]n2c(=O)c1NS(=O)(=O)c1ccc(C2CCCCC2)cc1	13	-2
COc1ccc(S(=O)(=O)N(C)C[C@H]2OCc3cnnn3CCCC(=O)N([C@H](C)CO)C[C@@H]2C)cc1	/	0
C[C@@H]1CCCCO[C@H](CN(C)S(C)(=O)=O)[C@@H](C)CN([C@H](C)CO)C(=O)c2cc(NC(=O)Nc3ccccc3)ccc2O1	/	3
COc1ccc(S(=O)(=O)N(C)C[C@@H]2Oc3c(NC(=O)c4ccc(-c5nccs5)cc4)cccc3C(=O)N([C@H](C)CO)C[C@H]2C)cc1	9	/
O=[N+]([O-])c1ccccc1S(=O)(=O)NCC1CCC(CNCC2CCc3ccccc3C2)CC1 (configuration not stated)	-28	/
CCC(NS(=O)(=O)c1c(C)[nH]c(=O)[nH]c1=O)C12CC3CC(CC(C3)C1)C2 (configuration not stated)	10	/
C[C@@H]1CCCCO[C@@H](CN(C)CC2CCCCC2)[C@@H](C)CN([C@H](C)CO)C(=O)c2cc(NC(=O)Nc3ccc(F)cc3)ccc2O1	/	1
NS(=O)(=O)c1ccc(N=Cc2c(O)[nH]c3ccccc23)cc1	2	94*
O=C(CC(O)(CC(=O)OCc1ccc(O[C@@H]2O[C@H](CO)[C@@H](O)[C@H](O)[C@H]2O)cc1)C(=O)OCc1ccc(O[C@@H]2O[C@H](CO)[C@@H](O)[C@H](O)[C@H]2O)cc1)OCc1ccc(O[C@@H]2O[C@H](CO)[C@@H](O)[C@H](O)[C@H]2O)cc1	11	-5
COC(=O)C(C)Sc1ncnc2scc(-c3ccc(Cl)cc3)c12 (configuration not stated)	-1	4
CC(C)C#Cc1ccc2c(c1)O[C@H](CN(C)Cc1ccccn1)[C@@H](C)CN([C@H](C)CO)S2(=O)=O	-23	/
CC(=O)Nc1ccccc1-c1nc2ccccc2nc1OCC(=O)c1ccc2ccccc2c1	-6	6
CCCNC(=O)N(C)C[C@@H]1Oc2ncc(C#CCc3ccccc3)cc2C(=O)N([C@@H](C)CO)C[C@@H]1C	18	/
COc1ccc(OC)c(NC(=O)COc2ccc3c(=O)c(-c4ccccc4OC)c(C(F)(F)F)oc3c2)c1	-34	0
CNC[C@@H]1Oc2ncc(C#CC3CCCCC3)cc2C(=O)N([C@@H](C)CO)C[C@@H]1C	-5	/
COc1ccc(Cl)cc1NC(=O)CN(c1ccc(Br)c(C)c1)S(C)(=O)=O	0	0
C[C@H](CO)N1C[C@H](C)[C@H](CN(C)C(=O)Cc2ccccc2)OCc2ccccc2-c2c(n(C)c3ccccc23)C1=O	6	/
C[C@H](CO)N1C[C@H](C)[C@H](CN(C)Cc2ccc(-c3ccccc3)cc2)Oc2ccc(NC(=O)c3ccncc3)cc2C1=O	/	1
OC(CNC1CCCC1)Cn1c2ccc(Cl)cc2c2cc(Cl)ccc21 (configuration not stated)	-5	1
C=C1C(=O)O[C@@H]2[C@H]3O[C@]3(C)CCC=C(C)CC[C@@H]12	/	1
O=C(Nc1cccc2ccccc12)OCCn1ncc2ccccc2c1=O	3	/
COC(=O)CNc1c(F)c(F)nc(F)c1F	-22	/
CCOC(=O)c1cnn(-c2nc(SC)nc3sc4c(c23)CCC4)c1N	-1	3
C[C@@H]1CCCCO[C@H](CN(C)C(=O)c2ccncc2)[C@@H](C)CN([C@H](C)CO)C(=O)c2cc(NC(=O)NC3CCCCC3)ccc2O1	/	-1
O=C(NCc1ccc(F)cc1)[C@@H]1C[C@@H]2C(=O)N3CCC[C@H]3C(=O)N2[C@@H]1c1cccc(OCCO)c1	/	-6

Compounds above that contain a Cl atom (4):
molecule	mut p53 react	STK33 kin inh
C[C@H]1CN([C@@H](C)CO)C(=O)c2cccc(NC(=O)Nc3ccc(C(F)(F)F)cc3)c2O[C@H]1CN(C)S(=O)(=O)c1ccc(Cl)cc1	5	/
COC(=O)C(C)Sc1ncnc2scc(-c3ccc(Cl)cc3)c12 (configuration not stated)	-1	4
COc1ccc(Cl)cc1NC(=O)CN(c1ccc(Br)c(C)c1)S(C)(=O)=O	0	0
OC(CNC1CCCC1)Cn1c2ccc(Cl)cc2c2cc(Cl)ccc21 (configuration not stated)	-5	1

Continued.
compound | mut p53 react | STK33 kin inh
CN(C)S(=O)(=O)N1CCN(CC(=O)Nc2cc(Cl)ccc2Cl)CC1 | -13 | 2
COc1ccc(S(=O)(=O)N(C)C[C@H]2Oc3ccc(NS(C)(=O)=O)cc3C(=O)N([C@@H](C)CO)C[C@@H]2C)cc1 | / | 0
CC(C)NC(=O)Nc1ccc2c(c1)C(=O)N([C@@H](C)CO)C[C@@H](C)[C@H](CN(C)C(=O)Nc1ccc(C(F)(F)F)cc1)O2 | / | -1
C[C@H](CO)N1C[C@H](C)[C@H](CN(C)C)Oc2ccc(NS(C)(=O)=O)cc2CC1=O | -7 | 3
C[C@H]1CN([C@@H](C)CO)C(=O)c2c(c3ccccc3n2C)-c2ccccc2CO[C@H]1CN(C)C(=O)NC1CCCCC1 | -9 | /
Cc1noc(C)c1S(=O)(=O)N(C)C[C@H]1OCc2cn(nn2)CCCC(=O)N([C@H](C)CO)C[C@@H]1C | / | -2
O=C(Nc1ccc2c(c1)[C@@H]1C[C@H](CC(=O)N3CCOCC3)O[C@H](CO)[C@@H]1O2)c1cccnc1 | 5 | /
COc1ccc(CN(C)C[C@@H]2Oc3ccc(NC(=O)Nc4ccc(C(F)(F)F)cc4)cc3CC(=O)N([C@H](C)CO)C[C@@H]2C)cc1 | -41 | 4
CC(C)NC(=O)Nc1ccc2c(c1)C(=O)N([C@@H](C)CO)C[C@H](C)[C@H](CN(C)C(=O)CCCN(C)C)OCCCC[C@H](C)O2 | 6 | /
CCN(CC)CC(O)Cn1c(-c2ccccc2Cl)nc2ccccc21 (configuration not stated) | -1 | -1
CCCCCCCCCC(=O)N[C@H](CN1CCOCC1)[C@H](O)c1ccccc1 | 6 | 0
C[C@@H]1CCCCO[C@@H](CN(C)C(=O)Nc2cccc3ccccc23)[C@H](C)CN([C@@H](C)CO)C(=O)c2cc(NC(=O)c3ccncc3)ccc2O1 | -31 | /
OCCNc1nc2ccc(Cl)cc2[nH]1 | 2 | -2
COc1ccc(S(=O)(=O)N(C)C[C@@H]2Oc3ccc(NC(=O)Cn4cnnn4)cc3C(=O)N([C@@H](C)CO)C[C@H]2C)cc1 | 3 | /
COc1cccc(-c2cnc3c(c2)C(=O)N([C@H](C)CO)C[C@H](C)[C@H](CN(C)C(=O)CC2CC2)O3)c1 | 13 | /
C[C@@H]1CN([C@H](C)CO)C(=O)c2cc(/C=C/c3ccccc3)cnc2O[C@H]1CN(C)C(=O)Nc1ccccc1F | 18 | /

2 consecutive compounds out of the list so far, quoted:
compound | mut p53 react | STK33 kin inh
COc1cccc(-c2cnc3c(c2)C(=O)N([C@H](C)CO)C[C@H](C)[C@H](CN(C)C(=O)CC2CC2)O3)c1 | 13 | /
C[C@@H]1CN([C@H](C)CO)C(=O)c2cc(/C=C/c3ccccc3)cnc2O[C@H]1CN(C)C(=O)Nc1ccccc1F | 18 | /

Next part
compound | mut p53 react | STK33 kin inh
CC(C)C#Cc1ccc2c(c1)O[C@@H](CN(C)C(=O)NC(C)C)[C@@H](C)CN([C@@H](C)CO)S2(=O)=O | 11 | /
Cc1cc(C)nc(NS(=O)(=O)c2ccc(NC(=O)c3ccccc3Cl)cc2)n1 | -2 | 1
CCc1ccc(CCC(=O)Nc2ccc(Cl)cc2Cl)o1 | 20 | -2
CC(C)NC(=O)Nc1ccc2c(c1)CC(=O)N([C@@H](C)CO)C[C@H](C)[C@@H](CN(C)Cc1ccc(Oc3ccccc3)cc1)O2 | / | -1
COc1ccc(NC(=O)C2CCC(=O)N2S(=O)(=O)c2ccc(C)cc2)c(OC)c1 (configuration not stated) | 1 | -1
C[C@H]1CN([C@@H](C)CO)C(=O)Cc2cc(NC(=O)NC3CCCCC3)ccc2O[C@@H]1CN(C)S(=O)(=O)c1ccccc1 | -5 | 3
C[C@H]1CN([C@@H](C)CO)C(=O)Cc2cc(NS(C)(=O)=O)ccc2O[C@@H]1CN(C)C(=O)Nc1ccc2c(c1)OCO2 | / | 2
CS(=O)(=O)N(CC(=O)Nc1ccccc1Br)c1ccccc1F | -12 | 0

One compound at a time, from the list above:
CCc1ccc(CCC(=O)Nc2ccc(Cl)cc2Cl)o1 across the screens: mut p53 react = 20; STK33 kin inh = -2
CS(=O)(=O)N(CC(=O)Nc1ccccc1Br)c1ccccc1F across the screens: mut p53 react = -12; STK33 kin inh = 0

Further records follow.
compound | mut p53 react | STK33 kin inh
C[C@@H]1CN([C@H](C)CO)C(=O)CCCn2cc(nn2)CO[C@H]1CN(C)CC1CCCCC1 | / | 2
CC(C)=CCC1Cc2c(cc(O)c(C(=O)C(C)C)c2O)OC1(C)C (configuration not stated) | -2 | -9
C[C@H]1CN([C@@H](C)CO)C(=O)CCCn2nncc2CO[C@H]1CN(C)C(=O)Nc1ccc2c(c1)OCO2 | / | -3
CCc1cc(OCCSc2nc(C)cc(=O)[nH]2)ccc1Cl | 3 | 5
C[C@@H]1CN([C@@H](C)CO)C(=O)Cc2cc(NS(=O)(=O)c3cccs3)ccc2O[C@@H]1CN(C)CC1CCCCC1 | / | -1
